From PubChem BioAssay
LRH-1 inv ag = LRH-1 (NR5A2) inverse agonists, primary screen, cell-based, luminescence, HEK293T, StAR-luciferase reporter | Nuclear receptor subfamily 5 group A member 2 (Homo sapiens), O00482 | LRH-1 transfected, 24 h | inhibition, % at 3.6 µM | 360,000 tested, 0.13% active;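 active means inhibition above the mean inhibition of all tested compounds plus 3 SD, cut at about 73% in these data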;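 further: 0% = DMSO wells and 100% = reporter-only cells lacking LRH-1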
MC4R barr agon = MC4R agonists recruiting beta-arrestin, primary screen, cell-based, luminescence, agonist arm of biased-ligand search | activation, % at 8.9 µM | Melanocortin receptor 4 (Homo sapiens), P32245 | 360,000 tested, 0.98% active | U2OS MC4R beta-arrestin complementation; percent of melanotan II response, DMSO zero;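 active means activation above a per-plate cutoff, the mean activation of sample wells on that plate plus 3 SD, cut at about 8% in these data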
Target sequence (P32245 whole entry, looked up): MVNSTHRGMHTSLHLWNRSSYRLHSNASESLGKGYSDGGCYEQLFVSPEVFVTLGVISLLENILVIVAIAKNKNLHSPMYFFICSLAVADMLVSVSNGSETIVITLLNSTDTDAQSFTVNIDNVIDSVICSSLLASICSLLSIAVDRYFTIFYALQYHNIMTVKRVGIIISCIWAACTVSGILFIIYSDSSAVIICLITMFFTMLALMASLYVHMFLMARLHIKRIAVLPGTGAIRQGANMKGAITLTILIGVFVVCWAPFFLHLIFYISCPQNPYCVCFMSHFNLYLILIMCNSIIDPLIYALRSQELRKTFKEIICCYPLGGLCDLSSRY
NCOA3 inh = SRC3 coactivator transcriptional activity inhibitors, primary screen, cell-based, luminescence | AID 588352, 2011 | 360,000 tested, 0.17% active | Nuclear receptor coactivator 3 (Homo sapiens), Q9Y6Q9 | inhibition, % at 3.6 µM | HEK293 GAL4-SRC3 luciferase reporter;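 active means inhibition above a per-campaign cutoff, the mean of all compounds plus 3 SD, cut at about 60% in these data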;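 further: 0% = DMSO-treated cells and 100% = gossypol-treated cells at 36 µM; higher means less SRC3-driven luciferase light from the GAL4 reporter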
EBV LMP1 NFkB = EBV LMP1-driven NF-kappaB luciferase reporter inhibitors, primary screen, cell-based, luminescence, single point. LMP1-induced NF-kappaB luciferase reporter cells. inhibition, % at 12.5 µM. 350,000 tested, 0.69% active. AID 504558, 2011; in the data active means inhibition above about 41%;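 further: 0% = neutral control wells and 100% = reference inhibitor control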
NCOA2 inhibitor = inhibition of GAL4-SRC2 driven luciferase reporter, primary screen, SRC2 inhibitor project, cell-based, luminescence. Nuclear receptor coactivator 2 (Homo sapiens), Q15596. HEK293 GAL4-SRC2 luciferase reporter. inhibition, % at 9 µM. 370,000 tested, 0.17% active. AID 651957, 2012;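 active means inhibition above the mean inhibition of all tested compounds plus 3 SD, set per campaign, cut at about 52% in these data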;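 further: 0% = DMSO treated cells and 100% = cells given Gossypol at 36 µM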
TLR9-MyD88 block = inhibitors of TLR9-MyD88 association in cells, primary screen, cell-based, CHO, BLA complementation, fluorescence; Toll-like receptor 9 (Homo sapiens) + Myeloid differentiation primary response protein …; CCF4 FRET ratio; inhibition, % at 4.98 µM; 340,000 tested, 0.21% active; AID 504734, 2011;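 active means inhibition above the mean over all tested compounds plus 3 SD, cut at about 21% in these data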;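 further: 0% = DMSO only wells and 100% = clavulanate BLA inhibitor control wells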
ABHD5-PLIN5 inh = ABHD5-PLIN5 interaction inhibitors, primary screen, cell lysate, split luciferase complementation, luminescence | Perilipin-5 (Homo sapiens) + 1-acylglycerol-3-phosphate O-acyltransferase ABHD5 (Homo … | inhibition, % at 4 µM | Split G. princeps luciferase complementation, 4 h | 360,000 tested, 0.78% active;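 active means inhibition above the mean inhibition across every tested compound plus 3 SD, cut at about 22% in these data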;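 further: 0% = DMSO only wells and the 100% control is not disclosed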
NOD2 RIPK2 PPI = NOD2-RIPK2 binding disruptors in cells, primary screen, fluorescence, CHO cells, BLA complementation | Receptor-interacting serine/threonine-protein kinase 2 (Homo sapiens), O43353 | CCF4 ratio | inhibition, % at 4.98 µM | 360,000 tested, 0.38% active; in the data active means inhibition above about 21%;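 further: 0% = vehicle only and 100% = reference blocker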
MC4R antagonist = MC4R antagonists of cAMP signaling, primary screen, cell-based, TR-FRET, antagonist arm of biased-ligand search | Melanocortin receptor 4 (Homo sapiens), P32245 | inhibition, % at 6.5 µM | 360,000 tested, 0.48% active | MC4R-expressing cells, MTII-stimulated cAMP, LANCE TR-FRET;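 active means inhibition above its plate's cutoff, the mean of tested wells on that plate plus 3 SD, cut at about 29% in these data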;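 further: 0% = Melanotan II alone and 100% = Melanotan II plus saturating MCL0020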
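Test system: U2OS cells stably expressing human melanocortin 4 receptor (MC4R); also added: Melanotan II challenge; compound: 6.5 µM single dose; timing: 30-min compound preincubation, 1-h Melanotan II challenge, 1-h detection, room temperature; signal: Eu-cAMP/anti-cAMP TR-FRET, emission 671 nm; repeats: one well per compound, no replicates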
NCOA1 inh = SRC1 coactivator transcriptional activity inhibitors, primary screen, cell-based, luminescence; 360,000 tested, 0.12% active; inhibition, % at 3.6 µM; Nuclear receptor coactivator 1 (Homo sapiens), Q15788; HEK293 GAL4-SRC1 luciferase reporter;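 active means inhibition above the campaign mean plus 3 SD, with each screening campaign given its own cutoff, cut at about 60% in these data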;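 further: 0% = DMSO treated cells and 100% = gossypol at 36 µM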
COUP-TFII inh = NR2F2 transcriptional activity inhibitors, primary screen, cell-based, luciferase reporter, HEK293T, luminescence | HEK293T NGFI-A luciferase reporter | inhibition, % at 8.6 µM | 370,000 tested, 0.7% active | AID 686940, 2013;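 active means inhibition above a per-plate cutoff, mean inhibition of test wells between control levels plus 3 SD, cut at about 38% in these data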;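 further: cells cotransfected with COUP-TFII expression vector driving the NGFI-A reporter; 0% = median of COUP-TF2 test wells and 100% = reporter-only cells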
Target sequence (P24468 whole entry, looked up): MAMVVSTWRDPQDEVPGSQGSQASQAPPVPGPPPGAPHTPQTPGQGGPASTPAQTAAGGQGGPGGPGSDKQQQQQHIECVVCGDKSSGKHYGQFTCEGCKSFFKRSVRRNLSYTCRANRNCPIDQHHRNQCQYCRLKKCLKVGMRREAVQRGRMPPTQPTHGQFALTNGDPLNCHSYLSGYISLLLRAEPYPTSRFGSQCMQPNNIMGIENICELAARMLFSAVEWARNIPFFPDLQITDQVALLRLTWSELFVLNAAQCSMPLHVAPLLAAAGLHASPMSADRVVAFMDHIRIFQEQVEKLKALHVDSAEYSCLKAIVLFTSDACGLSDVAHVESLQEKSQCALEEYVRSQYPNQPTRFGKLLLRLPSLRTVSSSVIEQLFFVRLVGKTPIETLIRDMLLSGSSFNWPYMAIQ
* hit, by the source's call; x = not tested or not shown. Some of the compounds tested; count on the stated rates, not on these rows.

no.	LRH-1 inv ag	MC4R barr agon	NCOA3 inh	EBV LMP1 NFkB	NCOA2 inhibitor	TLR9-MyD88 block	ABHD5-PLIN5 inh	NOD2 RIPK2 PPI	MC4R antagonist	NCOA1 inh	COUP-TFII inh	mol
1	1	0.3	12	-3	2	-7	0	-5	6	-13	14	C[C@H](O)[C@@]1(O)CC[C@H]2[C@@H]3CC[C@@H]4C[C@H](O)CC[C@]4(C)[C@H]3CC[C@@]21C
2	9	3.3	-4	-1	9	-7	0	-13	2	0	-15	O=c1ccc2cc(S(=O)(=O)N3CCN(c4ccccc4)CC3)ccc2[nH]1
3	7	-0.5	15	2	-20	7	2	-2	3	-6	6	CCCn1c(CCC(=O)O)nc2cc(S(N)(=O)=O)ccc21
4	-11	0.5	11	17	0	10	2	6	6	-14	-4	CCOc1nc(-c2ccc(OC)cc2)ccc1-c1noc(-c2cc(OC)c(OC)c(OC)c2)n1
5	7	0.6	2	-3	-10	-8	82*	-17	0	2	27	CC1(C)Cc2cccc(OCC(=O)N3CCN(c4ccccc4)CC3)c2O1
6	-19	0.0	0	-1	6	-2	-12	-6	13	-64	-6	COC(=O)c1nn(-c2ccc(OC)cc2)ccc1=O
7	9	-0.9	3	1	-13	7	7	-6	-5	-3	18	CCOC(=O)CCCCCC(=O)Nc1ccc2c(c1)C(=O)N([C@H](C)CO)C[C@@H](C)[C@H](CN(C)Cc1ccc3c(c1)OCO3)O2
8	20	1.2	16	-2	-15	-6	2	2	0	16	4	CCOC(=O)CCc1c(C)c(C#N)c2nc3ccccc3n2c1-n1cnc2ccccc21
9	-10	-1.6	13	-12	0	0	-2	1	2	3	10	Cc1cc(C)cc(N2C(=O)CC(n3nc(C)cc3C)C2=O)c1 (stereo not given)
10	-8	-1.9	1	x	-10	x	-13	1	8	-2	-1	COc1ccc(S(=O)(=O)NC(=O)C2(C)CCN2C(=O)Cc2ccc(-c3ccccc3)cc2)cc1 (stereo not given)
11	-1	2.1	4	0	4	2	-8	-4	6	1	-5	O=C(OCc1cn([C@@H]2CN(Cc3cccs3)[C@@H](c3ccc(Cl)cc3)C[C@H]2O)nn1)c1ccccc1
12	14	-2.6	-5	2	-30	5	0	-9	8	4	-13	CCOC(=O)[C@@H]1[C@H]2COc3ccccc3[C@@H]2N2C(=O)N(c3cccc(C)c3)C(=O)[C@]12C
13	6	-0.2	15	-2	-32	-10	-3	-12	5	10	-4	NNC(=O)C1CC1c1ccc(Cl)cc1 (stereo not given)
14	-14	-1.8	19	3	-34	2	1	-6	4	-18	-7	COc1ccc(OCCn2cnc(Cl)c2Cl)cc1
15	1	-2.7	3	0	20	-2	-7	7	12	-28	10	CN1CCN(S(=O)(=O)c2cccc(C(=O)Nc3cc(C(F)(F)F)ccc3N3CCCCC3)c2)CC1
16	-7	-1.8	-39	81*	-38	21*	3	12	-55	-55	23	COc1cc(NC(=O)Cn2ncc(Cl)c(Cl)c2=O)c(C)cc1[N+](=O)[O-]
17	6	-1.0	11	-1	-4	3	-7	0	8	-12	-9	Cc1cc(N2C(=O)C(O)=C(C(=O)c3ccco3)C2c2cccc(Oc3ccccc3)c2)no1 (stereo not given)
18	-33	2.0	-44	-9	-30	-12	-1	-13	10	-27	-27	Cc1ccc(Nc2nc3c(c(=O)[nH]2)CCCC3)cc1
19	2	-2.5	3	2	-24	1	3	-7	6	-5	-7	COc1cc(OC)cc(C(=O)NC(=S)Nc2cc3oc4ccccc4c3cc2OC)c1
20	-33	-4.3	-29	-9	-34	5	-4	-2	8	-43	4	CCN(C(=O)c1cccs1)c1nc(-c2ccc(OC)cc2)cs1
21	-7	-0.6	24	11	-5	-8	-3	12	5	-2	-3	CCNC(=S)Nc1cc(Cl)ccc1Oc1ccccc1
22	-93	-0.7	-67	-6	-19	4	-3	6	3	-67	-23	COc1ccc(-c2cn3cc(C(=O)NN)ccc3n2)cc1
23	2	x	10	x	-4	x	4	0	x	-1	-3	COCCN(CCOC)Cc1cc(=O)oc2cc(C)ccc12
24	-18	-1.4	-49	-14	-19	1	-6	2	4	-20	-21	Nc1nnnn1/N=C/c1ccc(N2CCCCC2)c([N+](=O)[O-])c1
25	-20	2.2	-13	-12	2	-1	23*	5	17	-8	8	CC(C)Cc1ccc(C(C)/C=C2/CCC(CN3CCCCC3)C2=O)cc1 (stereo not given)
26	6	1.2	8	3	-11	-4	-4	1	4	9	-12	Cc1ccc(NC(=O)c2sccc2-n2cccc2)c(C)c1
27	2	-0.1	-1	4	-19	-4	-5	-7	-1	-11	3	Cc1ccc(SCC(=O)Nc2cccc(NC(=O)c3ccco3)c2)cc1
28	4	4.6	9	-2	-18	-4	18	-6	-3	-93	-6	Cc1ccccc1OCCn1cc(C(=O)O)c2ccccc21
29	-17	-1.0	2	-14	10	-7	3	-18	2	-10	-4	CCC(=O)c1ccc(OCC(=O)NC2CCCC2)cc1
30	-11	-2.1	-17	x	-6	x	-11	5	10	9	-1	COc1cc(NC(=O)c2cc(-c3cc(F)ccc3OC(C)C)n[nH]2)cc(OC)c1OC
31	14	-1.2	7	6	-18	-11	-4	-6	6	-1	-10	CCCCS(=O)Cc1ccccc1 (stereo not given)
32	-33	-1.4	-10	-9	-47	3	-3	-1	7	-32	-6	CCC12CN3CCN(CC(C3)/C1=N\NC(=O)c1ccc(F)cc1)C2
33	4	-0.9	-2	2	-14	-3	2	5	6	-5	-6	CCOc1ccc(C2C(C(=O)c3ccco3)=C(O)C(=O)N2Cc2cccnc2)cc1OC (stereo not given)
34	15	-0.1	7	-2	-27	9	-3	-1	3	11	5	CN(CCCNC(=O)Cn1cc2c(n1)CCCC2)C1CCCCC1
35	13	0.3	16	1	23	-1	12	3	10	-20	18	COc1cccc(CN(C)C(=O)c2cc(S(=O)(=O)NCc3ccccc3)ccc2C)c1OC
36	-19	0.5	15	-4	0	7	4	-6	-4	-1	13	COc1ccc(CC(=O)Nc2cc(=O)n(C)c(=O)n2C)cc1OC
37	5	0.0	3	-2	-5	-16	-1	-1	2	-3	1	Cc1cc(C)cc(N(CC(=O)NC2CCCC2)C(=O)C2(C)CC(=O)N=C3C=CC=CN32)c1 (stereo not given)
38	13	-1.1	9	-6	7	-4	2	-12	-9	1	3	NC1=NC(=O)/C(=C/c2cn(CCC(=O)O)nc2-c2ccc(Cl)cc2)S1
39	-2	-0.4	7	1	10	4	-3	-2	1	6	1	O=C(NC12CC3CC(CC(C3)C1)C2)c1cccnc1
40	-7	-0.5	-5	0	-23	0	-2	-2	3	-14	-10	CCCC1S/C(=N/N=C/c2ccc(OC)cc2)N(Cc2ccccc2)C1=O (stereo not given)
41	-7	-2.0	19	2	-23	-4	10	-1	8	-1	-10	OC1C[N+]2(CCCCC2)C1
42	4	-1.8	13	1	-16	7	-2	-2	10	-24	21	CC1CC(C)CN(CCCn2c(=S)[nH]c3ccccc3c2=O)C1 (stereo not given)
43	-9	0.5	-5	-42	-20	-3	-1	-13	0	4	5	CC/C(=N/NC(=O)CNc1ccc(Cl)cc1C)c1ccccc1
44	-3	-0.1	-25	-14	-11	-6	-7	-6	-5	-8	-10	O=C1C=C(c2ccccc2)CO1
45	-26	1.8	-21	-6	-6	-2	8	-14	-8	-34	0	O=C(COc1ccc(Cl)cc1Cl)NCCCNC(=O)c1cnccn1
46	6	-1.6	16	9	-5	2	0	6	23	-14	-3	Cc1cc(C)n(C(=O)c2ccc([N+](=O)[O-])c(Cl)c2)n1
47	-15	-2.1	17	-11	-6	-6	0	-41	-3	17	-17	Cc1cc(NC(=O)CCN2C(=O)C3C4C=CC(C4)C3C2=O)ccc1Br (stereo not given)
48	-9	-2.4	-2	x	-12	x	-6	2	0	2	2	CC(C)N1CCCC(C)(C(=O)Nc2nccc3ccccc23)C1 (stereo not given)
49	-1	-1.0	-14	10	3	-2	-11	7	12	9	14	CCOC(=O)N1CCC(NC(=O)c2cc(COc3c(C)cccc3C)on2)CC1
50	14	-1.1	10	-5	-15	-7	5	-8	3	18	-5	COc1cccc(C(c2c(C)[nH]n(-c3ccccc3)c2=O)c2c(C)[nH]n(-c3ccccc3)c2=O)c1OC
51	-16	0.7	3	9	5	-11	5	-12	10	-28	17	COc1ccc(C(=O)NC(C)c2ccc(-n3ccnc3)cc2)c(OC)c1 (stereo not given)
52	1	-0.9	-54	-23	-96	3	-8	2	-3	-122	-14	Cc1cc(C)n(-c2nc(-c3cccc(Cl)c3)cs2)n1
53	-11	-0.8	14	2	4	6	1	-6	4	1	0	Cc1ccc(/C=C(\NC(=O)c2ccccc2)C(=O)NCCN2CCOCC2)o1
54	21	0.7	-14	-1	-18	-12	4	2	3	-6	1	CCCCn1c(N)c(N(CC(C)C)C(=O)C2CC(=O)N(c3ccc(CC)cc3)C2)c(=O)[nH]c1=O (stereo not given)
55	-41	0.3	-50	-10	-36	-12	2	10	8	-55	-28	O=C(Nc1ccc(NC(=O)C2CCCCC2)nc1)c1ccco1
56	5	-0.4	0	1	5	0	2	-4	16	-5	2	COc1ccccc1NC(=O)Cc1nnc(SCC(=O)c2ccccc2)n1C
57	-5	-0.6	0	-2	16	-8	5	-7	-1	-2	-8	O=C(OCc1cc2ccccc2[nH]c1=O)c1ccco1
58	-31	-0.3	-1	7	-15	-5	3	-8	-1	7	1	CSc1nc2nccc(-c3ccc(Cl)cc3)n2n1
59	-2	-2.4	4	-7	-8	1	0	-1	-4	-7	-2	COc1ccc(S(=O)(=O)N2CCCC(C(=O)NC3CC3)C2)cc1OC (stereo not given)
60	-13	-2.2	-2	-3	5	-3	-16	-9	5	-5	15	CCCc1cc(=O)[nH]c(=S)[nH]1
